# Vif-A3F inh – inhibitors of Vif-A3F interaction; HeLa A3F-eYFP + Vif (tagged APOBEC3F with the HIV-1 protein that degrades it), YFP fluorescence increase; actives 0.2% (n = 390,000); Potency, µM (top dose mostly 46.1 µM), for inactives: at the highest dose activity, negative = active; note: potency is the fitted concentration of half-maximal effect; % of control where 0% means no effect; nearly all actives have a fitted effect of over 65% in size
#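 Fluorescence increase (Ex 488/Em 500-530) after overnight compound treatment at 37 deg C flags inhibition of Vif-driven A3F-eYFP loss in stable HeLa A3F-eYFP/Vif cells seeded overnight beforehand.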
# 12-LOX inh – blocks human arachidonate 12S-lipoxygenase | P18054 | purified 12hLO, xylenol orange hydroperoxide absorbance | Potency, µM (titrated, usually from 108 µM), without a hit: top-dose activity change, negative = inhibition, actives largely listed as inhibitors | actives 1.1% (n = 580,000) | AID 1671190; note: potency is the fitted concentration of half-maximal effect; % is set by controls: 0 for no effect and ±100 for the full control effect
#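 Purified human 12hLO (150 nM final) in 25 mM Hepes, 0.01% Triton X-100, pH 7.0 was preincubated 15 min at room temperature with compound. Then 40 uM arachidonic acid was added, 30 min. Hydroperoxide was read by Fe-XO absorbance ratio 573/405 nm.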
# D2 antag – antagonists of human D2 dopamine receptor; P14416; HEK293 TREx D2 cells, calcium flux, dopamine EC80; inhibition, % at 10 µM; actives 2% (n = 340,000); in the data active = inhibition above about 30%; note: 0% is about no effect
# Target sequence (P14416 whole entry, looked up): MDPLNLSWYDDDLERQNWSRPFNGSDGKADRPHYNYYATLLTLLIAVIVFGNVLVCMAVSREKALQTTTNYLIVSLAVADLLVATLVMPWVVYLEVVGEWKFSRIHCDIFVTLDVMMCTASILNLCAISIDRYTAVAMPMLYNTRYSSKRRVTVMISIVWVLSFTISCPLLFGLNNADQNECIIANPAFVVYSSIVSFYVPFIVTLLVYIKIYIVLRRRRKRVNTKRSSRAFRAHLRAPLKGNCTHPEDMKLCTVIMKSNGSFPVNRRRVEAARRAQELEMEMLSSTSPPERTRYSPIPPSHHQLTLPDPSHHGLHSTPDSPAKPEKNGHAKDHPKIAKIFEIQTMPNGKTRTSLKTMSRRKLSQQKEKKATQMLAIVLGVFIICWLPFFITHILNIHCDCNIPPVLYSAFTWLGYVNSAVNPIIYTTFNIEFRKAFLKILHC
#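 Measurement of antagonist activity uses fluorescent calcium dye in inducible HEK293 T-REx D2 cells: 10 s baseline, compound addition with 180 s read, EC80 dopamine addition with a further 180 s read.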
# LDHA block – LDHA (human) enzyme inhibition; P00338; purified LDHA, NADH/diaphorase-resazurin fluorescence; stronger effect = lower value; activity change, % (values are at about 110 or 230 µM); actives 0.15% (n = 480,000); in the data active = activity change below about -30%; inconclusive = mostly about -25% to -30%;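 note: plate controls were DMSO wells for no effect and wells without enzyme for full effect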
#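 Human LDH5 at 2 nM final in Tris HCl pH 7.4 with 0.06 mM NADH and 0.2 mM pyruvate, reacted 5 minutes at room temperature. Remaining NADH coupled via diaphorase/resazurin; resorufin fluorescence read at 0 and 20 minutes, normalized to enzyme-free and DMSO wells.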
# ERG Ets-DNA blk – inhibitors of human ERG Ets domain-DNA interaction; P11308; fluorescence polarization, His-ERG Ets domain / labelled DNA; Potency, µM (titrated, usually from 76.9 µM), for the others: top-dose FP activity, negative = inhibition, hits mostly inhibitors; actives 0.028% (n = 370,000); active = well fitted inhibition curve with a large enough effect in the polarisation, with a control signal flat; inconclusive = small, poorly fitted or top-dose-only effect, or effect the other way, or a change in a side signal; inactive = no such curve, though single readings can be large or run the other way; the % refers to the polarisation;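 note: polarization taken with two DNA probes labelled with fluorescein and Texas red; potency is the fitted concentration of half-maximal effect; % of control where 0% means no effect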
#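 His-tagged ERG Ets domain (1 uM in the protein solution; 300mM KCl, 50mM Tris-HCl, 1mM EDTA, 1mM DTT, pH 7.5) received compound, then a probe mix of 5 nM fluorescein-DNA and 100nM Texas-615-DNA. Fluorescence polarization was read for both dyes.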
# RGS4 inh – inhibitors of human regulator of G protein signaling 4; P49798; Transcreener GDP fluorescence polarization, RGS4-accelerated GTP hydrolysis; Potency, µM (highest dose often 114 µM), inactives show at the top dose activity change, negative = inhibition, actives largely listed as inhibitors; actives 0.039% (n = 390,000); note: potency is the fitted concentration of half-maximal effect; % is set by controls: 0 for no effect and ±100 for the full control effect; nearly all actives have a fitted effect of over 75% in size; some results filed as inactive show a strong effect at the top dose
# Target sequence (P49798 whole entry, looked up): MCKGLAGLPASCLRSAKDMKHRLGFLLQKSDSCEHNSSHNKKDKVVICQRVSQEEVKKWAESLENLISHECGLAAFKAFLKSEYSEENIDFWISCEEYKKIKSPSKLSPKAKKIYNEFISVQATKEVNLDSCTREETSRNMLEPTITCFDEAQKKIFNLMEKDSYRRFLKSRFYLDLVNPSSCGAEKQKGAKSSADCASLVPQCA
#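 MLSMR compounds (23 nl, pin-transferred) preincubated 10 min at room temperature with a 500nM (2x) first reagent, then RGS4 at 900nM (2x) plus Transcreener GDP mix added; fluorescence polarization (620/688 nm) read before and after 90 min at 30 °C.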
# Vif-A3G inh – blocks the Vif interaction with human APOBEC3G; Q9HC16; HeLa A3G-eYFP + Vif (tagged APOBEC3G with the HIV-1 protein that degrades it), YFP fluorescence, overnight; Potency, µM (top dose mostly 46.1 µM), inactives show at the top dose activity, negative = active, hits mostly inhibitors; actives 0.076% (n = 410,000);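 note: potency is the fitted concentration of half-maximal effect; % is set by controls: 0 for no effect and ±100 for the full control effect; nearly all actives have a fitted effect of over 60% in size; hits raise eYFP signal because A3G escapes Vif-driven loss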
# Target sequence (Q9HC16 whole entry, looked up): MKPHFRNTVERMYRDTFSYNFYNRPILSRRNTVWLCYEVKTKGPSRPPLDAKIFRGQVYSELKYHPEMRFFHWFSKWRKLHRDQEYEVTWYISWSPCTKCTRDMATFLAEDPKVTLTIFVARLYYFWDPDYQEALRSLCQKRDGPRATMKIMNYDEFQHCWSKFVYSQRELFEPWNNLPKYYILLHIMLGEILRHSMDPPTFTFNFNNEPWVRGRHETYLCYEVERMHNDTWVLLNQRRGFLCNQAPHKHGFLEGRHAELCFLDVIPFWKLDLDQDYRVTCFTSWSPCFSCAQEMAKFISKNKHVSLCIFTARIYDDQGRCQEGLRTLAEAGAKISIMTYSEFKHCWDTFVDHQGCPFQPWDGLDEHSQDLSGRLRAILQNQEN
#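 Read-out is eYFP fluorescence (Ex 488/Em 500-530) from Vif-expressing HeLa A3G-eYFP cells; more signal means A3G escaped Vif-mediated degradation. Cells plated overnight, compound pinned in, incubated overnight at 37 deg C.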
# Glioma ERSR ind – induces the endoplasmic reticulum stress response in human glioma cells. actives 0.02% (n = 420,000). U87-MG GRP78 promoter luciferase reporter, 16 h. Potency, µM, without a hit: at the top dose activation, most hits filed as activators; note: potency is the fitted concentration of half-maximal effect; series mostly up to about 76 µM; % of control where 0% means no effect; nearly all actives have a fitted effect of over 35% in size
#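 Stably transfected U87-MG human glioma cells carrying a GRP78-based luminescent sensor were seeded at 1000 cells/well, pin-dosed with compounds and incubated 16 h. Luciferase reagent was then added, and end-point luminescence was read after 10 min at room temperature.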
# D2 ag – activates the human D2 dopamine receptor; P14416; HEK293 T-REx D2 cells, calcium flux agonist mode; activation, % at 2 µM; actives 0.53% (n = 340,000);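 active = activation over 3 SD above normal in the single-dose calcium agonist read, cut at about 30% in these data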; note: 0% is about no effect
#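 HEK293 Trex D2 cells, tetracycline-induced, o/n 30 C 5% CO2; no-wash Ca dye, RT 30–90 min; 10-cycle baseline, 23 nl cpd added, kinetic Ca read 180 s; agonist hits = positive Ca response.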
# * = called active by the depositor; ? = inconclusive; . = no result given; & = joins results of further samples; [ ] = remark or other dose. Unless noted, calls come from the whole dose curve; as a rule, active = well fitted curve in the direction sought with a large enough effect; inconclusive = small, poorly fitted or top-dose-only effect, or another doubt; inactive = no such curve, though single readings can be large; an effect the other way counts as inactive or inconclusive.
# The opening 2 entries, to show the layout:
SMILES,Vif-A3F inh,12-LOX inh,D2 antag,LDHA block,ERG Ets-DNA blk,RGS4 inh,Vif-A3G inh,Glioma ERSR ind,D2 ag
CNc1ncnc2c1ncn2[C@H]1CN(Cc2ccc(Cl)cc2)C[C@@H](CO)O1,.,-1%,.,-3,.,.,-4%,-3%,.
S=C(NCCCN1CCOCC1)Nc1ccc(Nc2ccccc2)cc1,-9%,-25%,0,-2,-3%,-6%,0%,-2%,0.4

# Results (from the top)
SMILES,Vif-A3F inh,12-LOX inh,D2 antag,LDHA block,ERG Ets-DNA blk,RGS4 inh,Vif-A3G inh,Glioma ERSR ind,D2 ag
CNc1ncnc2c1ncn2[C@H]1CN(Cc2ccc(Cl)cc2)C[C@@H](CO)O1,.,-1%,.,-3,.,.,-4%,-3%,.
S=C(NCCCN1CCOCC1)Nc1ccc(Nc2ccccc2)cc1,-9%,-25%,0,-2,-3%,-6%,0%,-2%,0.4
CC(C)CC1Nc2ncnc(N3CCOCC3)c2N(Cc2ccc(Br)cc2)C1=O (centres undefined),2%,?,6,-3,-3%,-23%,-2%,-5%,-0.2
Cc1cccc(CNC(=O)c2sc3ncnc(N(C)C4CCCCC4)c3c2C)c1,2%,-22%,.,0,-8%,-24%,-4%,-4%,1.2
COc1ccc(OC)c(CCNC(=O)CC2(CC3=NS(=O)(=O)c4ccccc4N3)CCCC2)c1,2%,-25%,-15,3,-10%,10%,0%,-4%,-0.4
C=CCNC(=O)Nc1ccc2nc(C)sc2c1,-23%,0%,.,-1,-2%,19%,0%,3%,.
CC1(C)CC(=O)C2=C(C1)NC(SCC(=O)Nc1ccccc1)=C(C#N)C2c1ccco1 (centres undefined),-2%,-19%,-14,1,-3%,-14%,3%,-7%,0.2
O=C(CSc1nnc(-c2ccncc2)o1)Nc1cccc(F)c1,0%,8%,-18,1,2%,12%,0%,0%,0.4
COc1cc(NC(=O)c2csc3c2CCCC3)ncn1,-5%,7%[57.4 µM],2,-5,.,17%,-4%,5%,-0.4
COc1ccc(CN2C(=O)C(C)N(C(=O)c3c(F)cccc3F)c3ccccc32)cc1 (centres undefined),-9%,-3%,23,1,6%,16%,0%,9%,0.0
CN1OC[C@@H]2CN(C(=O)C(C)(C)C)[C@H](c3cccc(Br)c3)C[C@@H]21,-6%,-19%,.,0,-1%,9%,0%,-3%,.
S=c1[nH]nc(-c2cc(-c3ccco3)[nH]n2)n1-c1ccccc1,2%,22µM*,3,-13,-6%,-16%,-7%,-5%,0.1
COc1ccc(CCNC(=O)CSc2cccc3cccnc23)cc1OC,-6%,?,13,1,8%,-2%,1%,-1%,0.0
Cc1ccc(OCc2cc(C(=O)NCCn3cccn3)no2)cc1C,4%,?,-13,-1,-5%,-8%,3%,6%,-1.5
CC(=O)NC12CC3CC(C1)CC(C(=O)OCC(=O)Nc1ncc(Cl)cc1Cl)(C3)C2,-4%,0%,0,2,-27%,11%[56.9 µM],-1%,-2%,0.9
CC(=O)c1cccc(N=c2scc(-c3ccc(S(=O)(=O)N4CCOCC4)cc3)n2CCO)c1,-3%,-29%,5,-2,12%,?,1%,-4%,2.6
CSc1cccc(NC(=O)CCCNC(=O)c2ccc(Cl)cc2)c1,4%,8%,45*,-2,5%,-9%,-1%,4%,-0.9
COc1ccc(-c2noc(C(C)NC(=O)c3ccco3)n2)cc1OC (centres undefined),-20%,13%,.,-9,-2%,6%,-1%,-3%,.
CCOc1ccc(NC(=O)CN(C)C(=O)Cc2sc(C)nc2-c2ccc(F)cc2)cc1OCC,-17%,369%[activator],.,-3,.,-5%,1%,-4%,.
CCP(=O)(c1ccccc1)C(C)(C)O (centres undefined),-5%,76%[activator],3,-1,4%,29%,-2%,-2%,0.6
CN1CCN(C2CN(Cc3ccccc3)S(=O)(=O)C2)CC1 (centres undefined),.,-32%,.,-6,.,.,1%,-4%,.
CCCC(=O)C1=C(O)C(C(=O)OC)C(C)(C)CC1=Nc1ccccc1 (centres undefined),-2%,13%,-14,1,3%,-18%,-2%,-6%,-0.5
Cn1c2cc(Br)sc2c2cnn(Cc3c(F)cccc3Cl)c(=O)c21,0%,0%,.,-5,.,16%,-1%,0%,.
CC(=O)c1ccc(NC(=O)C(C)OC(=O)C2CC(=O)N(c3ccc4c(c3)OCCO4)C2)cc1 (centres undefined),-3%,3%,-14,-8,2%,24%,-2%,-3%,-0.2
O=C(NCC(=O)N(Cc1ccco1)C(C(=O)NC1CCCC1)c1cccnc1)c1ccco1 (centres undefined),-8%,0%,.,-6,4%,-5%,-2%,-4%,.
CC(C)C(N)c1csc(Nc2cc(Oc3ccccc3)ncn2)n1 (centres undefined),.,34%[activator],.,-10,.,.,1%,-1%,.
Cc1ccc(COc2ccsc2C(=O)O)cc1,1%,4%,-20,-4,-5%,-11%,0%,-2%,-0.5
COc1cc2c(C(=O)N(C)c3ccc(F)cc3)cn(C)c(=O)c2cc1OC,2%,9%,10,0,-10%,-28%,-3%,-2%,1.0
COc1ccc(C)cc1NC(=O)C(OC(=O)CNC(=O)c1cccc(F)c1)c1ccccc1 (centres undefined),-15%,13%,-10,2,12%,10%[11.4 µM],8%,2%,-0.5
CCOC(=O)c1ccc(NC(=O)Cn2nc(C)c3nn(-c4ccc(Cl)cc4)c(C)c3c2=O)cc1,0%,-20%,.,0,0%,5%,-3%,-4%,.
CCC(CC)C(=O)Nc1c2c(nn1-c1ccc(C)cc1)CS(=O)(=O)C2,17%,63%[activator],-8,-8,2%,1%,3%,-12%,0.8
COC(=O)c1ccc(NC(c2ccc(Cl)cc2)P(=O)(OC)OC)cc1 (centres undefined),4%,?,5,-1,2%,-4%,-1%,0%,1.4
Cc1nn(-c2ccc3ccccc3c2)c(=O)c2ccccc12,-2%,-2%,-5,1,13%,41%,-7%,-1%,0.6
COc1ccc(Cl)cc1NC(=O)C(C)NC(c1ccccc1)c1ccccc1 (centres undefined),-17%,-6%,-5,-8,0%,29%,-1%,-3%,-0.4
O=C(Nc1ccc(Cl)cn1)Nc1ccccc1Cl,-1%,23%&-3%,19,-3&-2,-1%,-8%,0%,5%,2.1
O=C(c1ccc(=O)[nH]n1)N1CCN(S(=O)(=O)c2cccc(F)c2)CC1,?,7%,6,-3,4%,-21%,0%,-2%,0.5
CC(=O)N1CCN(c2ccc(NCc3ccc(Br)o3)cc2)CC1,0%,?,1,8&10,.,-44%,1%,-1%,0.1
O=C(CNC(=O)c1ccccc1)OCc1cccc([N+](=O)[O-])c1,-2%,-3%,-6,-2,-3%,1%,1%,0%,-0.7
O=C(NCCc1ccc(Cl)cc1)C(=O)NCC(c1cccs1)S(=O)(=O)c1ccccc1 (centres undefined),2%,-13%,.,-4,-1%,2%,-2%,-3%,3.5
O=C(c1cc2ccc3cccnc3c2[nH]1)N1CCN(c2cccc(C(F)(F)F)c2)CC1,7%,-22%,.,7,18%,-19%,1%,-3%,-0.1
Cc1ccc(C)c(N2C(=O)CC(N3CCN(Cc4ccc5c(c4)OCO5)CC3)C2=O)c1 (centres undefined),2%,8%[57.4 µM],.,3,.,-10%,1%,-2%,.
Cc1ccc(N2CCN(Cc3nnc(-c4ccc5c(c4)OCO5)o3)CC2)c(C)c1,1%,-8%,.,-4,2%,2%,0%,-2%,1.3
COCC(C)n1c(SCc2cc(=O)n3cc(C)ccc3n2)nc2ccccc2c1=O (centres undefined),1%,447%[activator],-6,-8,5%,-2%,1%,-8%,-0.2
CCCCn1c(N)c(N(CC)C(=O)c2ccccc2C(F)(F)F)c(=O)[nH]c1=O,-4%,11%,-10,-11,-1%,3%,-1%,-1%,-0.5
COc1ccc(-n2c(SCC(N)=O)nc3sc4c(c3c2=O)CCN(C)C4)cc1,-2%,79%[activator],8,-4,-8%,-22%,-3%,-3%,0.0
O=C(Nc1cccc(Cl)c1)Nc1ccc2nccnc2c1,5%,-3%,-1,6,2%,-21%,-8%,2%,6.9
Cc1cc(/C=C(\C#N)C(=O)NCC2CCCO2)c(C)n1-c1ccc(Cl)cc1 (centres undefined),-7%,0%,-18,1,-18%,-16%,3%,5%,-0.4
Cc1ccccc1C(O)c1ccccn1 (centres undefined),-4%,-10%,13,5,-4%,-7%,2%,-5%,-0.2
CC(c1ccccc1)N1C(=O)c2ccccc2C1O (centres undefined),1%,-13%,-17,-11,-7%,12%,1%,-3%,-0.1

# Part of the list above in order of formula weight, lowest first:
SMILES,Vif-A3F inh,12-LOX inh,D2 antag,LDHA block,ERG Ets-DNA blk,RGS4 inh,Vif-A3G inh,Glioma ERSR ind,D2 ag
Cc1ccccc1C(O)c1ccccn1 (centres undefined),-4%,-10%,13,5,-4%,-7%,2%,-5%,-0.2
CC(c1ccccc1)N1C(=O)c2ccccc2C1O (centres undefined),1%,-13%,-17,-11,-7%,12%,1%,-3%,-0.1
Cc1cc(/C=C(\C#N)C(=O)NCC2CCCO2)c(C)n1-c1ccc(Cl)cc1 (centres undefined),-7%,0%,-18,1,-18%,-16%,3%,5%,-0.4
Cc1ccc(C)c(N2C(=O)CC(N3CCN(Cc4ccc5c(c4)OCO5)CC3)C2=O)c1 (centres undefined),2%,8%[57.4 µM],.,3,.,-10%,1%,-2%,.
COCC(C)n1c(SCc2cc(=O)n3cc(C)ccc3n2)nc2ccccc2c1=O (centres undefined),1%,447%[activator],-6,-8,5%,-2%,1%,-8%,-0.2

# Compound activity as filed in PubChem.

# A portion of the library; count on the stated rates, not on these rows.
